Sm TGR block – S. mansoni TGR enzyme inhibition | purified TGR, DTNB reduction, TNB absorbance 405 nm | Q962Y6 | Potency, µM (titrated, usually from 114 µM), for the others: at the highest dose activity change, negative = inhibition, most hits filed as inhibitors | 360,000 compounds, 3% hits | AID 485364; further: potency means the concentration at half of the fitted maximal effect; nearly all actives have a fitted effect of over 60% in size
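First, TGR (20 nM dispensed) and NADPH were mixed with compound. Second, a 15 min room-temperature incubation followed. Third, further NADPH and then DTNB were added to start the reaction. Finally, TNB absorbance was monitored kinetically.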
AmpC inh detg – blocks E. coli AmpC beta-lactamase in detergent assay. P00811. AmpC hydrolysis of nitrocefin, absorbance 480 nm, 0.01% Triton. Potency, µM (doses to about 114 µM), for inactives: at the top dose activity change, negative = inhibition, usual class: inhibitors. 370,000 compounds, 0.041% hits;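 further: potency means the concentration at half of the fitted maximal effect; 0% = no-compound wells and -100% = no-enzyme wells; nearly all actives have a fitted effect of over 25% in size; some results filed as inactive show a strong effect at the top dose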
Target sequence (P00811 whole entry, looked up): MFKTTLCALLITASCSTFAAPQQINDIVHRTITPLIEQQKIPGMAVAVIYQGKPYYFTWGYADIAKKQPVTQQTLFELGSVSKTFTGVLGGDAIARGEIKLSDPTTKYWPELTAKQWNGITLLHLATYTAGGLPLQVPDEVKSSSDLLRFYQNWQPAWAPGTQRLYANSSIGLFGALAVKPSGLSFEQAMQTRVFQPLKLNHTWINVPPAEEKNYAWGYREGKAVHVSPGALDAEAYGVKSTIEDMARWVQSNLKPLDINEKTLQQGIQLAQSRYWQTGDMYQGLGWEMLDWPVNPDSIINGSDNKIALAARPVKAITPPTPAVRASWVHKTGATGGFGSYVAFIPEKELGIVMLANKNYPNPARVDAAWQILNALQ
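AmpC (5.3 nM in the dispensed reagent) in 20 mM phosphate pH 7.0 with 0.01% (detergent screen) or 0.0001% Triton X-100 was preincubated with compounds for 15 min at room temperature. Nitrocefin was then added from an 800 uM solution, and hydrolysis was followed at 480 nm.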
HCMV antiviral – human cytomegalovirus inhibition. HFF cells, HCMV-luciferase reporter, 72 h; hits give low values. activity change, negative = inhibition, % at 57.5 µM. AID 1259415. 410,000 compounds, 4.5% hits; in the data active means activity change below about -60%; inconclusive means no clear call, values can overlap the other calls; inactive means above about -39%
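Luciferase read-out from HCMV-luciferase-infected HFFs (MOI 1 PFU/cell) 72 h post infection at 37C; compounds added after 16 h cell attachment; activity normalized between buffer-only basal and Salinomycin (10uM) inhibitor controls.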
TbPYK inhibitor – T. brucei pyruvate kinase inhibition; TbPYK enzyme, Kinase-Glo Plus ATP luminescence, 45 min; 410,000 compounds, 0.12% hits; AID 624173; Q57TT1; Potency, µM (top dose mostly 76.8 µM), for inactives: at the top dose activity, negative = inhibition, hits mostly inhibitors; further: potency means the concentration at half of the fitted maximal effect; nearly all actives have a fitted effect of over 50% in size
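TbPYK + substrate in 50 mM TEA pH 7.2, 100 mM KCl, 10 mM MgCl2, 0.05% BSA, 0.01% Tween-20; cpd pinned; ADP 130 uM final; 45 min RT; Kinase-Glo Plus 10 min; luminescence endpoint.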
AmpC no deterg – inhibitors of E. coli AmpC beta-lactamase without detergent | P00811 | AmpC nitrocefin hydrolysis, absorbance 480 nm, 0.0001% Triton | Potency, µM (titrated, usually from 57.1 µM), for inactives: at the highest dose activity change, negative = inhibition, usual class: inhibitors | 330,000 compounds, 0.52% hits;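 further: potency means the concentration at half of the fitted maximal effect; plate controls were no compound for no effect and no enzyme for full effect; nearly all actives have a fitted effect of over 20% in size; some results filed as inactive show a strong effect at the top dose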
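20 mM phosphate pH 7.0 + 0.01% (detergent screen) or 0.0001% Triton X-100; 5.3 nM AmpC reagent; cpd preinc 15 min RT; nitrocefin (800 uM stock) to start; A480 q20 s × 4 min; Activity was normalised to no-enzyme and no-compound control wells.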
AMA1-RON2 inh – AMA1-RON2 (P. falciparum) interaction inhibition. AlphaScreen AMA1-biotinylated RON2 peptide binding. Potency, µM (series often up to 58.2 µM), for inactives: top-dose activity change, negative = inhibition, hits mostly inhibitors. 360,000 compounds, 0.2% hits;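 further: potency means the concentration at half of the fitted maximal effect; 0% = vehicle wells and -100% = peptide control; nearly all actives have a fitted effect of over 45% in size; some results filed as inactive show a strong effect at the top dose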
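AMA1 (3D7) with his tag at 25 nM final met compounds first, then biotinylated RON2 peptide at 25 nM; detection used donor plus acceptor beads, 10 µg/mL apiece, read by AlphaScreen after 30 min at room temperature.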
LmPK inhibitor – inhibitors of Leishmania mexicana pyruvate kinase | Q27686 | purified LmPK, Kinase-Glo ATP luminescence, 1 h | Potency, µM (series often up to 57.5 µM), inactives show at the highest dose activity change, negative = inhibition, usual class: inhibitors | 290,000 compounds, 0.37% hits | AID 1721; further: potency means the concentration at half of the fitted maximal effect
Target sequence (Q27686 whole entry, looked up): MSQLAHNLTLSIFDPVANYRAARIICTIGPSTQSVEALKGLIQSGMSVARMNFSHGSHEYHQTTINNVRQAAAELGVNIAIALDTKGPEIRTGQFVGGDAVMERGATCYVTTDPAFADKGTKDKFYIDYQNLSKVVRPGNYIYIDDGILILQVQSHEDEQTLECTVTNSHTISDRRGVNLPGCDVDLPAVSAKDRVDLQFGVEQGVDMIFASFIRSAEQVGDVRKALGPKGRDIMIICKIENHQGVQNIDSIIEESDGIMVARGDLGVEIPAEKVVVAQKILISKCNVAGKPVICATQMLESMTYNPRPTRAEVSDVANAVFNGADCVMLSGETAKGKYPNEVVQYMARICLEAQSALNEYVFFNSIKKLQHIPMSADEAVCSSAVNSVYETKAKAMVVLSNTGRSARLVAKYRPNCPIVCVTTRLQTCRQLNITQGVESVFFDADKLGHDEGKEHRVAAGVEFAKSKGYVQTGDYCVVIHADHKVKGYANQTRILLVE
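Purified LmPK (0.1 nM) with 0.5 mM PEP and 0.1 mM ADP in imidazole buffer pH 7.2 with MgCl2/KCl, 1 h at room temperature. ATP formed was read by luciferase luminescence and normalized to no-enzyme and uninhibited controls.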
* = called active by the depositor; ? = inconclusive; / = not tested or not shown; & = joins results of further samples; ! = repeats disagree; [ ] = another dose, or the depositor's remark. Unless noted, the call rests on the fitted dose curve; in most records, active means well fitted curve in the direction sought with a large enough effect; inconclusive means small, poorly fitted or top-dose-only effect, or another doubt; inactive means no such curve, though single readings can be large; an effect the other way counts as inactive or inconclusive. Unless noted, on the % scale 0 is the no-effect control and ±100 the full control effect.

entry	SMILES	Sm TGR block	AmpC inh detg	HCMV antiviral	TbPYK inhibitor	AmpC no deterg	AMA1-RON2 inh	LmPK inhibitor
1	CN(Cc1nc2ccccc2c(=O)[nH]1)C(=O)c1ccc(S(=O)(=O)N(C)C)cc1	5%	-1%	-13	10%	2%	9%	-1%
2	CS(=O)(=O)N(CC(=O)NCCc1ccccc1)c1cccc([N+](=O)[O-])c1	/	0%	-13	0%	1%	-4%	1%
3	O=c1cc(-c2ccccc2)n2c(SCc3ccccc3Cl)nnc2[nH]1	-1%	-1%	-33	3%	/	/	/
4	COCCn1c(SCC(=O)c2ccc(C)cc2C)nc2cc(C(=O)NC3CCCC3)ccc2c1=O	2%	8%	13	7%	/	/	/
5	COc1ccc(NC(=O)/C(C#N)=C\c2ccc(Br)o2)cc1	-15%	?	-27	0%	-22%	6%	4%
6	COc1cc2c(=O)n(CCC(=O)NCC3CCCO3)c(=O)n(CC(=O)c3ccc(Cl)cc3)c2cc1OC (stereo not given)	-5%	-4%	-23	0%	48%	0%	1%
7	COc1ccc(-n2c(CCC(=O)O)ccc2-c2ccccc2)cc1	40µM*!	9%&-1%	-24&17	-9%&2%	-11%	-18%	5%
8	Cc1cc(C)nc(/N=C(\N)Nc2ccc(-c3ccccc3)cc2)n1	?	-3%	?	0%	-4%	-3%	-9%
9	CC1=NN(c2ccccc2)C(=O)C1C=Nc1ccc(N(C)C)cc1 (stereo not given)	0%	-6%	-16	-8%	28%	?	0%
10	Cc1cc(C(=O)N2CCN(c3cccc(Cl)c3)CC2)c(C)o1	-17%	-15%	-1	0%	31%	-13%	1%
11	C=CCNC(=O)C1CC2Cn3c(nc4cc(C)c(C)cc43)C2N1C (stereo not given)	1%	-5%	14	-3%	1%	3%	-8%
12	COCCOC(=O)C1=C(C)NC(=O)CC1c1cc2c(cc1Br)OCO2 (stereo not given)	1%	?	30	-3%	-21%	-8%	1%
13	CCN(CC(=O)Nc1ccc(NC(C)=O)cc1)C(=O)c1ccc(=O)n(C)n1	-22%	5%	26	3%	-19%	39%[activator]	/
14	CC1CCN(S(=O)(=O)c2ccc3c(c2)c(=O)c(C(=O)N2CCCCC2)cn3C)CC1	-3%	-9%	-6	0%	20%	-2%	-3%
15	O=C(CSc1ccc2nnc(CCNC(=O)c3ccccc3)n2n1)NCc1ccco1	42%[activator]	3%	14	-3%	-16%	-9%	2%
16	Cc1ccc(NC(=S)N2CCn3cccc3C2c2cccnc2)cc1 (stereo not given)	-18%	-6%	?	1%	-19%	-20%	8%
17	Cc1ccc(S(=O)(=O)N2CCC(NC(=O)OC(C)C)CC2)cc1	-1%	-4%	-31	-7%	-4%	13%	-1%
18	O=[N+]([O-])c1cncc([N+](=O)[O-])c1Nc1ccccc1Cl	-20%	?	?	4%	-2%[11.4 µM]	?	2%
19	O=C1NC(=Nc2ccccc2)S/C1=C\c1cccs1	4%	-4%	3	-1%	-52%	-2%	-1%
20	OCCN=c1cc(-c2ccccc2)oc2ccc(Cl)cc12	-3%	?	/	-8%	-13%	-4%	-1%
21	O=C(NC(NC(=S)Nc1cc(Cl)ccc1Cl)C(Cl)(Cl)Cl)c1ccco1 (stereo not given)	?	-1%	-28	-14%	-54%	-5%	2%
22	COc1ccc(-c2sc(Nc3ccc(F)c(F)c3F)nc2CCC(=O)NN)cc1	3%	2%	0	-2%	-16%	67%[activator]	2%
23	Cn1c(=O)c(=O)n(C)c2cc(S(=O)(=O)CCC(=O)Nc3c(F)c(F)c(F)c(F)c3F)ccc21	?	1%	-28	3%	10%	4%	-5%
24	CN(C(=O)CSc1ccc(S(=O)(=O)N2CCCCC2)cn1)c1ccccc1	-15%	-6%	8	2%	5%	-3%	/
25	CN1CCN(CCCNC(=O)c2cnn(-c3ccc(F)cc3)c2-n2cccc2)CC1	1%	15%	-4	-3%	/	/	/
26	O=C(COC(=O)CCS(=O)(=O)c1ccccc1)Nc1ccc(N2CCCCC2)cc1	-21%	-1%	0	2%	16%	-1%	/
27	CCOc1cc(/C=N/NC(=O)c2cccc([N+](=O)[O-])c2)ccc1OS(=O)(=O)c1ccccc1	-20%	?	-9	6%	-28%	-3%	4%
28	Cc1nn(CC(=O)Nc2ccccn2)c(C)c1Br	-3%	?	-27	1%	-16%	7%	-2%
29	Cc1ccc(N(CCC(=O)N2CCOCC2)S(=O)(=O)c2ccccc2)cc1	-9%	-8%	-6	-6%	26%	1%	/
30	Cc1nc2c3cnn(-c4ccccc4)c3ncn2n1	1%	2%	101	1%	-10%	91%[activator]	0%
31	Cc1ccc(NC(=O)C2CCCN(c3ncnc4onc(C)c34)C2)c(Cl)c1 (stereo not given)	5%	-9%	-19	-8%	/	/	/
32	COC(=O)CCn1nnc(-c2ccc(C)cc2)n1	-13%	-6%	-20	3%	-14%	6%	-7%
33	O=C(Cc1ccccc1)Oc1ccc(N2C(=O)C3CCCCC3C2=O)cc1 (stereo not given)	2%	?	-16	2%	-8%	30%	-1%
34	CCOC(=O)CNC(=O)COc1coc(CN2CCN(c3ccc(F)cc3)CC2)cc1=O	3%	-10%	-31	-2%	9%	-2%	-10%
35	CC(=O)Nc1nc(C)c(CCCOc2ccc([N+](=O)[O-])cc2)c(=O)[nH]1	16%	-6%	7	5%	-19%	1%	-4%
36	Cc1[nH]nc2c1C(c1cccs1)C(C#N)=C(N)O2 (stereo not given)	-5%	3%	23	-2%	-6%	9%	2%
37	COc1cc(NC(=O)CN2C(=O)NC(C)(c3ccc(OC(F)F)cc3)C2=O)cc(OC)c1OC (stereo not given)	4%	?	22	-6%	29%	20%	4%
38	Cc1ccc(OC(=O)c2ccc3nc(C)sc3c2)cc1	/	?	2	-10%	-15%	0%	4%
39	O=C(CCC(=O)OCC(=O)c1ccccc1)Nc1cccc2cccnc12	1%	0%	-18	6%	-15%	-7%	3%
40	CCN(CC)Cc1c(O)ccc2c(=O)c(Oc3ccccc3OC)c(C)oc12	-35%	4%	37	-7%	-32%	3%	2%

Reprinted from the part before: 3 entries, then new ones.
entry	SMILES	Sm TGR block	AmpC inh detg	HCMV antiviral	TbPYK inhibitor	AmpC no deterg	AMA1-RON2 inh	LmPK inhibitor
38	Cc1ccc(OC(=O)c2ccc3nc(C)sc3c2)cc1	/	?	2	-10%	-15%	0%	4%
39	O=C(CCC(=O)OCC(=O)c1ccccc1)Nc1cccc2cccnc12	1%	0%	-18	6%	-15%	-7%	3%
40	CCN(CC)Cc1c(O)ccc2c(=O)c(Oc3ccccc3OC)c(C)oc12	-35%	4%	37	-7%	-32%	3%	2%
41	CCOc1ccccc1NC(=O)COc1cccc2c(=O)n(CCOC)ccc12	2%	2%	0	-1%	/	/	/
42	CC(C)(C)C(=O)Cn1c(NCCCO)nc2ccccc21	5%	?	6	6%	-4%	-4%	3%
43	O=C(N/N=C/c1cc([N+](=O)[O-])ccc1N1CCCCCC1)c1ccccn1	0%	-13%	-25	2%	-26%	99%[activator]	0%
44	COc1ccccc1C(=O)NC(CCSC)C(=O)Nc1ccc(C)c(S(=O)(=O)N2CCOCC2)c1 (stereo not given)	/	/	-2	-1%	43%	-8%	/
45	O=C(NCc1ccccn1)c1cc(-c2ccc(-c3ccccc3)cc2)nc2ccccc12	-8%	-4%	-94*	-19%	-7%	71%[activator]	4%
46	Cc1ccc2c(c1)C(=O)C(=O)N2Cc1ccc(Br)cc1	/	/	-76*	-11%	-34%	-19%	/
47	COc1cc(OC)c(NC(=O)NCc2ccc3c(c2)CCN3C(C)=O)cc1Cl	-1%	16%	?	3%	/	/	/
48	COC(=O)[C@]12CCCCC=C1N(Cc1ccccc1)C(=O)[C@H](CC(=O)NCCCCc1ccccc1)C2	/	/	-3	0%	/	-5%	/
49	CC1CCCC(NC(=O)CCn2c(=S)oc3ccccc32)C1C (stereo not given)	-7%	-7%	-29	-3%	-9%	-19%	2%
50	CC(=O)Nc1ccc(S(=O)(=O)NC(C)c2ccccc2)cc1 (stereo not given)	-12%	-12%	6	-4%	-12%	-1%	-9%
51	CCCCCC1C/C(=N\O)C=C(C)C1C(=O)OC (stereo not given)	0%	0%	56	2%	3%	4%	1%
52	CCOC(=O)C1(Cc2ccc(Cl)cc2)CCN(Cc2cn(CC)nc2C)CC1	5%	3%	?	-4%	75%[activator]	-5%	3%
53	C/C=C(\C)C(=O)NCCN1C2=NC[C@H](C)N2C[C@@H]1Cc1ccc(OC)cc1	-3%	4%	-16	-2%	-3%	-5%	-1%
54	Cc1nc2c(c(C)nn2-c2ccccc2)c(C)c1CCC(=O)NCc1ccccc1	-5%	15%	-20	3%	/	/	/
55	O=C(CN1C(=O)C2C3C=CC(C3)C2C1=O)NCCN1CCCc2ccccc21 (stereo not given)	50µM*	?	-3	2%	11%	-24%	0%
56	CSc1cc(C)n(-c2ccccc2C)c(=S)c1C(C)=O	-3%	0%	3	-5%	-16%	8%	5%
57	CC(C)SC1=NC(C)(C)C=C(/C=C/c2ccc(Cl)cc2Cl)N1	16µM*	0%	4	0%	-11%	-7%	2%
58	CC(NC(=O)c1ccc2ccccc2n1)c1ccc(Br)cc1 (stereo not given)	23%	?	17	0%	-19%	24%	0%
59	O=C(CCn1c(=O)oc2ccccc21)N1CCOCC1	8%	-10%	17	0%	-4%	7%	5%
60	CCCC(C)NC(=O)COC(=O)c1cc(Br)c(Br)s1 (stereo not given)	-2%	-5%	18	6%	-14%	1%	-1%
61	O=C(COc1ncnc2ccccc12)N1CCN(S(=O)(=O)c2ccc(Cl)cc2)CC1	0%	-13%	-19	-23%	21%	-7%	0%
62	CC(=O)N1c2ccc(S(=O)(=O)N3CCC(C(=O)Nc4cccc(C)c4C)CC3)cc2CC1C (stereo not given)	4%	-2%	-1	-7%	40%	-1%	1%
63	CCc1nc2ccc(C(=O)NCCCN3CCCC3=O)cn2c1N(C=O)CC	/	/	13	1%	/	3%	/
64	CC(=O)c1sc(N/N=C\c2cccc(Br)c2)nc1C	-1%	-4%	-13	-25%	81%[activator]	38%[activator]	1%
65	CC(C)(C)NC(=O)NC(=O)CN1CCN(c2cccc(Cl)c2)CC1	7%	-8%	14	-7%	35%	-1%	-1%
